Compound activity (PubChem BioAssay)
LAP4-GFP MLPCN: modulators of LAP4-GFP expression in yeast, primary screen, S. cerevisiae, multiplex flow cytometry, MLPCN library. 3 h; median GFP as percent of DMSO wells. GFP response vs DMSO, % at 10 µM. 320,000 tested, 0.34% active. AID 2023, 2009;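 active = GFP response vs DMSO above a set limit, about the screen mean plus 3 SD, cut at about 150% in these data; inconclusive = under 70 cell events counted for the yeast strain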
AGP1 TOR yeast: modulators of AGP1-GFP expression in yeast TOR pathway, primary screen, cell-based, multiplex flow cytometry, S. cerevisiae, MLPCN library | 320,000 tested, 0.02% active | GFP response vs DMSO, % at 10 µM | AID 2066, 2009 | 3 h; GFP as percent of DMSO wells;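 active = GFP response relative to DMSO above a set limit, near screen average plus 3 SD, cut at about 150% in these data; inconclusive = fewer than 70 cells counted for the yeast strain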;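 note: median GFP channel fluorescence of the gated AGP1 strain per well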
JMJD2C inh: inhibitors of GASC-1 histone demethylase, primary screen, biochemical, fluorescence, DELFIA europium | Lysine-specific demethylase 4C (Homo sapiens), Q9H3R0 | inhibition, % at 2.35 µM | GST-JMJD2C(1-420) H3K9me3 demethylation | 330,000 tested, 0.069% active;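 active = more than half of a compound's replicate wells show inhibition beyond 50%, single wells judged on their own value; inconclusive = some, but no more than half, of replicates pass 50% inhibition; inactive = no replicate passes 50% inhibition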;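 note: signal counts dimethyl H3K9 product captured on neutravidin plate; 0% = median of DMSO wells and 100% = 0.3 times that DMSO median; strong numbers were not always called active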
MEP2 TOR yeast: modulators of MEP2-GFP levels in yeast, primary screen, S. cerevisiae, multiplex flow cytometry, MLPCN library. S. cerevisiae MEP2-GFP strain, 3 h; 100% = DMSO control level. GFP response vs DMSO, % at 10 µM. 330,000 tested, 0.51% active. AID 2016, 2009;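 active = GFP response versus DMSO above a set limit, roughly screen mean plus 3 SD, cut at about 180% in these data; inconclusive = fewer than 70 cells counted for a yeast strain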;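 note: median GFP fluorescence of the barcode-gated MEP2-GFP cells per well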
VLA-4 inh: inhibition in human VLA-4 binding assay, primary screen, VLA-4 allosteric modulator project, MLPCN library, flow cytometry, VLA-4 expressing cells; ligand binding flow cytometry; 330,000 tested, 0.2% active; inhibition, % (about 7 µM as worked out from the volumes in the protocol); in the data active = inhibition above about 50%
Target sequence (P13612 whole entry, looked up): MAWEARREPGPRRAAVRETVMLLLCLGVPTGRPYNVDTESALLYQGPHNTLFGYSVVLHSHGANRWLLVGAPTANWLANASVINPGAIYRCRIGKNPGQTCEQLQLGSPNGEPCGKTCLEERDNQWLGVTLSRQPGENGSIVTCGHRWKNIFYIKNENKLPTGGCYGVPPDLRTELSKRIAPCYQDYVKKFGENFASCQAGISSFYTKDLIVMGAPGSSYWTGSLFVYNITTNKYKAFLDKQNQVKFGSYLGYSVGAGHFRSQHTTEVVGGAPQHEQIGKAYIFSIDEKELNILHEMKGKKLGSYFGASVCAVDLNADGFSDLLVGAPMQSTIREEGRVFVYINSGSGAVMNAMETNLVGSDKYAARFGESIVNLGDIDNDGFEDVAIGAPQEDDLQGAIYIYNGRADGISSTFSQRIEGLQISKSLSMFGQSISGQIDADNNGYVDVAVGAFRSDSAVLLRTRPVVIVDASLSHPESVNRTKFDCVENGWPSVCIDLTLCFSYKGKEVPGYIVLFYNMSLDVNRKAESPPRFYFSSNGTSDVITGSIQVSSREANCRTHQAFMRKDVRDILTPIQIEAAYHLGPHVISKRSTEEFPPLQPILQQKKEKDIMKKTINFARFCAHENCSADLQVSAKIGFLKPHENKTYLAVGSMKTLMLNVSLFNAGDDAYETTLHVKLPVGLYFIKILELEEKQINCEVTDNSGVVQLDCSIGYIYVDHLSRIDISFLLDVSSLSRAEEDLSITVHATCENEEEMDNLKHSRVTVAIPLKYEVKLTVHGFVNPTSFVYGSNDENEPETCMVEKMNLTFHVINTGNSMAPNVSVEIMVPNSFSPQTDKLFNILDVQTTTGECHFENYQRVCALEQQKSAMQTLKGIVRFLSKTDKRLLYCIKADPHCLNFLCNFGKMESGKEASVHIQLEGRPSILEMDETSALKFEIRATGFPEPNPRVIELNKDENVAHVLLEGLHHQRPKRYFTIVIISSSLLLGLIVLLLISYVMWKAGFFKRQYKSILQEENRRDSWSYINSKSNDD
RPL19A-GFP yeast: RPL19A-GFP expression modulators in yeast, primary screen, cell-based, S. cerevisiae, multiplex flow cytometry, MLPCN; S. cerevisiae RPL19A-GFP strain, 3 h; stronger effect = lower value; percent response vs DMSO, % at 10 µM; 330,000 tested, 0.3% active;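 active = percent response vs DMSO below 50%; inconclusive = fewer than 70 events counted for the yeast strain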;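 note: median channel GFP fluorescence of the barcoded RPL19A-GFP strain; ratio of sample median GFP to plate DMSO average so 100% = DMSO; lower means less RPL19A-GFP as with rapamycin TOR inhibition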
GRK2 inh: compounds blocking aptamer binding on GRK2 – biochemical, human GRK2, bead flow cytometry, HTS, primary screen. Beta-adrenergic receptor kinase 1 (Homo sapiens), P25098. FAM-aptamer displacement from GRK2. inhibition of aptamer binding, % at 10 µM. 330,000 tested, 0.59% active;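 active = inhibition of aptamer binding above 40%, roughly 3 SD of noise, on plates passing a quality check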;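 note: median bead fluorescence of bound FAM aptamer so fluorescent compounds give negative values; no value below 0 was filed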
CIT2 TOR yeast: modulators of CIT2-GFP expression in yeast, primary screen, S. cerevisiae, GFP fusion, multiplex flow cytometry, MLPCN library; S. cerevisiae CIT2-GFP strain, 3 h; 100 means same as DMSO wells; GFP response vs DMSO, % at 10 µM; 320,000 tested, 0.065% active; AID 2029, 2009;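 active = GFP response relative to DMSO above a set limit, near the screen mean plus 3 SD, cut at about 150% in these data; inconclusive = Fewer than 70 cells measured for a yeast strain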;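 note: ratio of well median GFP fluorescence to mean of DMSO wells on the plate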
* marks the source's active call; other numbers are inactive results; i = inactive; ? = inconclusive; · = not tested or not shown; & = joins results of further samples. Rows are unselected (roughly 1.7% active in at least one column).

The first 3 records as a preview:
SMILES	LAP4-GFP MLPCN	AGP1 TOR yeast	JMJD2C inh	MEP2 TOR yeast	VLA-4 inh	RPL19A-GFP yeast	GRK2 inh	CIT2 TOR yeast
CC(=O)CC(=O)Nc1nc(C)cc(C)n1	104	102	4	100	2	99	0	100
Cc1ccccc1C(=O)Nc1ccnn1C1CCN(C(=O)c2ccoc2)CC1	105	106	1	107	1	106	9	102
N#Cc1ccccc1CN1C(=O)NC(Cc2c[nH]c3ccccc23)C1=O (stereo not drawn)	112	105	i	132	8	101	0	107

Main list, from the first entry:
SMILES	LAP4-GFP MLPCN	AGP1 TOR yeast	JMJD2C inh	MEP2 TOR yeast	VLA-4 inh	RPL19A-GFP yeast	GRK2 inh	CIT2 TOR yeast
CC(=O)CC(=O)Nc1nc(C)cc(C)n1	104	102	4	100	2	99	0	100
Cc1ccccc1C(=O)Nc1ccnn1C1CCN(C(=O)c2ccoc2)CC1	105	106	1	107	1	106	9	102
N#Cc1ccccc1CN1C(=O)NC(Cc2c[nH]c3ccccc23)C1=O (stereo not drawn)	112	105	i	132	8	101	0	107
COc1ccc(NC(=O)c2cc(S(=O)(=O)N3CCCC3)oc2C)cc1	113	109	-7	104	5	103	0	104
O=C(c1cccs1)N1CCN(c2nc3ccccc3s2)CC1	125	109	1	107	9	100	2	100
O=C(NCC(=O)N(c1cccc(F)c1)C(C(=O)NCC1CCCO1)c1ccccc1)c1ccco1 (stereo not drawn)	·	96	2&-3	113	8	88	2	89
Cc1cc(C(=O)N/N=C/c2cc([N+](=O)[O-])ccc2O)c2ccccc2n1	91	97	14	101	3	100	2	102
O=C(COC(=O)/C=C/c1cccc(F)c1)NC(=O)NC1CCCC1	164*	99	0	87	-12	76	2	87
Cc1nc2c(C)cccc2cc1C(=O)N/N=C/c1ccc(N(C)C)cc1	106	101	0	103	-4	103	3	102
COc1cc(/C=N/Nc2nc(Nc3ccccc3)nc(N3CCCCC3)n2)ccc1OCC(=O)O	89	99	2	95	10	106	1	96
O=C1/C(=C/c2cccnc2)Oc2cc(OS(=O)(=O)c3ccc(Cl)cc3)ccc21	114	104	-24	106	8	104	1	92
Cc1[nH]c2ccccc2c1-c1csc(N)n1	110	114	4	108	-4	111	2	105
CCOc1ccc(C(=O)Nc2nnc(C)s2)cc1OCC	108	107	6	109	-9	107	4	111
COc1ccc(OCc2nc(N)nc(Nc3cccc(C)c3C)n2)cc1	104	104	-1	98	4	102	2	98
C=CCn1c(C)cc(C(=O)CSc2nnc(NC(C)C)s2)c1C	96	·	4	100	5	91	2	91

Reformatted with the structure last: entries from further up
LAP4-GFP MLPCN | AGP1 TOR yeast | JMJD2C inh | MEP2 TOR yeast | VLA-4 inh | RPL19A-GFP yeast | GRK2 inh | CIT2 TOR yeast | smiles
96 | · | 4 | 100 | 5 | 91 | 2 | 91 | C=CCn1c(C)cc(C(=O)CSc2nnc(NC(C)C)s2)c1C
91 | 97 | 14 | 101 | 3 | 100 | 2 | 102 | Cc1cc(C(=O)N/N=C/c2cc([N+](=O)[O-])ccc2O)c2ccccc2n1
106 | 101 | 0 | 103 | -4 | 103 | 3 | 102 | Cc1nc2c(C)cccc2cc1C(=O)N/N=C/c1ccc(N(C)C)cc1
112 | 105 | i | 132 | 8 | 101 | 0 | 107 | N#Cc1ccccc1CN1C(=O)NC(Cc2c[nH]c3ccccc23)C1=O (stereo not drawn)
113 | 109 | -7 | 104 | 5 | 103 | 0 | 104 | COc1ccc(NC(=O)c2cc(S(=O)(=O)N3CCCC3)oc2C)cc1
89 | 99 | 2 | 95 | 10 | 106 | 1 | 96 | COc1cc(/C=N/Nc2nc(Nc3ccccc3)nc(N3CCCCC3)n2)ccc1OCC(=O)O

(listing goes on)
SMILES	LAP4-GFP MLPCN	AGP1 TOR yeast	JMJD2C inh	MEP2 TOR yeast	VLA-4 inh	RPL19A-GFP yeast	GRK2 inh	CIT2 TOR yeast
CCn1cc(CN2CCC(n3nccc3NC(=O)C3CCCC3)CC2)c(C)n1	99	91	-2	107	5	95	3	97
O=C(c1ccc(Cl)cc1)c1oc2ccccc2c1CS(=O)(=O)c1ccccc1	98	98	4	94	-5	99	38	98
Cc1cc(C(=O)CN2C(=O)C(=O)N(Cc3ccccc3)C2=O)c(C)n1Cc1ccccc1	97	99	-3	101	12	97	0	95
Cc1cc(OC(C)C(=O)NCc2cccnc2)c2c(C)cc(=O)oc2c1 (stereo not drawn)	91	103	6	107	-3	101	1	102
CCN(CC)c1ccc(-n2c(C)c(C(C)=O)c(C(C)=O)c2C)cc1	97	100	2	103	30	99	2	101
COc1cc(SC)ccc1C(=O)Nc1ccc(C)cc1C	107	99	-9	104	7	102	0	99
COc1ccc(N2Cc3cccc(C(=O)N4CCN(C(=O)c5ccco5)CC4)c3C2=O)cc1	102	107	0	103	8	104	34	106
CCc1ccc(NC(=O)C(C)OC(=O)/C=C/c2ccc(O)c(OC)c2)cc1 (stereo not drawn)	94	101	·	103	-2	99	0	101
COc1ccccc1N(CC(=O)Nc1cccnc1)S(C)(=O)=O	97	95	-4	100	1	96	0	98
COc1ccc(Nc2nc(NCCO)nc(OC)n2)cc1	93	100	3	102	1	95	0	100
Cc1cccc(C(=O)Nc2ccc(C(=O)c3ccccc3)cc2)c1	120	92	17	101	0	93	1	82
C=C(C)CSc1nc2ncc(Cl)cc2[nH]1	100	101	23	102	0	102	3	·
Cc1cc(Cl)ccc1NNC(N)=S	107	92	2	104	10	94	1	83
O=S(=O)(c1ccc(Cl)cc1)N1CCN=C1SCc1cccnc1	98	99	5	100	2	102	0	98
O=C(COC(=O)c1cccnc1Cl)c1ccc(OC(F)F)cc1	?	?	-1	?	10	100	4	93
COc1ccc(N(CC(=O)Nc2cccc(OC)c2)S(=O)(=O)c2c(C)nn(C)c2C)cc1	102	105	·	101	0	98	2	102
COc1cc(NC(=O)CSc2ccc3c(c2)OCCO3)cc(OC)c1OC	91	87	-8	97	4	91	1	92
N#Cc1cccc(NCC(=O)Nc2ccc3c(c2)OCCO3)c1	107	106	-4	100	11	98	5	100
CC(CCc1ccccc1)NC(=O)CNC(=O)N1CC(=O)Nc2ccccc21 (stereo not drawn)	92	98	-2	96	13	102	0	94
OC(c1ccccc1)(c1ccc(F)cc1)C(c1ccccc1)N1CCOCC1 (stereo not drawn)	114	100	-8	99	2	95	1	99
CCc1ccc(OCCNC(=O)OCc2ccccc2)cc1	100	103	13	107	25	104	0	103
O=C(O)C1C2C=CC(C2)C1C(=O)Nc1nccs1 (stereo not drawn)	100	113	-7	105	3	109	0	109
Cc1cc(NC(=O)CCS(=O)(=O)c2nc(-c3ccccc3)cc(C(F)(F)F)n2)no1	111	113	10	104	28	100	1	99
COc1ccc(N2CCN(C(=O)C(=O)c3c[nH]c4ccccc34)CC2)cc1	92	97	3	114	5	94	3	95
O=C(COC(=O)c1cc(=O)c2ccccc2o1)Nc1cc(Cl)ccc1Cl	103	102	-11	103	-7	103	1	97
CC(C)C(c1nnnn1C1CCCC1)N1CCc2ccccc21 (stereo not drawn)	84	94	-4	94	8	99	3	106
Cc1cccc(OCC(O)Cn2c(-n3nc(C)cc3C)nc3c2c(=O)[nH]c(=O)n3C)c1 (stereo not drawn)	86	89	0	80	-4	89	0	88
CCN(CC)C(=O)COc1ccc2c(-c3ccc(OC)cc3)cc(=O)oc2c1	93	95	-4	110	1	104	2	102
CC(C)(CCl)C(=O)Nc1ccc(Sc2ccc(F)cc2)cc1	118	100	3	103	11	102	1	95
Cc1ccccc1Cn1cc(NC(=O)c2nc3ncccn3n2)cn1	99	94	-2	92	6	94	2	99
O=C(c1ccco1)N1CCCN(Cc2nc(-c3cccs3)no2)CC1	111	105	4	93	2	102	3	95
COCCN(C(=O)c1csnn1)C(C(=O)NC1CCCCC1)c1ccc(Cl)cc1 (stereo not drawn)	95	96	-3	84	20	97	1	99
Cc1ccc(S(=O)(=O)N2CCCC2C(=O)NCCc2nc3ccccc3[nH]2)cc1 (stereo not drawn)	96	99	3	100	-1	98	2	101
Cc1ccc(-c2csc(N3CCC(C(N)=O)CC3)n2)cc1	94	93	-1	85	-3	92	0	90
NS(=O)(=O)c1ccc(CCNC(=O)CN2CCN(c3ccccc3F)CC2)cc1	88	94	4	98	10	102	0	96
C/C(=N\NC(=O)CNc1cccc(C(F)(F)F)c1)c1cccc(Br)c1	101	101	3	107	·	103	0	100
O=C1COc2ccc(C(=O)NCc3ccco3)cc2N1	106	114	2	111	17	107	5	105
Cc1ccc(NC(=S)N(Cc2cccs2)Cc2cc3cccc(C)c3[nH]c2=O)cc1	96	102	13	94	11	102	2	103
O=C(NC(CC(=O)N1CCN(c2ccccc2)CC1)c1ccccc1)c1ccccc1Cl (stereo not drawn)	95	98	5	97	4	101	0	100
COC(=O)c1ccccc1NC(=O)c1cnn2c(C(F)F)cc(C3CC3)nc12	91	97	3	107	4	98	0	97
Cc1ccc(-n2c(-c3cn(C)nc3C)n[nH]c2=S)cc1	113	107	2	106	2	101	0	108
Nc1c(Cl)cc(-c2csc(NCCc3nc4cc(Cl)c(Cl)cc4n3CCCO)n2)cc1Cl	87	89	5	96	-17	94	0	83
COc1ccc(CCn2c(N3CCN(C)CC3)nc3c2c(=O)[nH]c(=O)n3C)cc1	94	98	-7	95	-2	95	0	94
O=C(Nc1ccccn1)c1sc2cc([N+](=O)[O-])ccc2c1Cl	93	96	10	107	11	99	1	101
CC(NC(=O)Nc1ccc(Br)cc1)C(C)(C)C (stereo not drawn)	101	103	-9	101	7	104	0	100
O=C(Nc1cccc(C(=O)Nc2ccccc2C(=O)O)c1)c1cccc(Cl)c1	111	116	12	100	4	99	4	102
O=C(Oc1ccc(C(=S)N2CCOCC2)cc1Cl)c1ccccc1F	93	89	7	99	2	99	·	93
COc1ccc(-n2nc(C(=O)NCC(=O)N3CCCCCC3)c3ccccc3c2=O)c(OC)c1	101	100	0	106	4	100	6	101
C=CCOc1ccc2c(OC)c3ccoc3nc2c1OC	106	98	-7	108	5	100	3	92
COc1ccc(C2CC(=O)C(C=NCCO)=C(O)C2)cc1 (stereo not drawn)	90	102	-3	99	-3	102	2	102

Just CIT2 TOR yeast, MEP2 TOR yeast and AGP1 TOR yeast (two entries from above):
| Compound | CIT2 TOR yeast | MEP2 TOR yeast | AGP1 TOR yeast |
| --- | --- | --- | --- |
| COc1ccc(-n2nc(C(=O)NCC(=O)N3CCCCCC3)c3ccccc3c2=O)c(OC)c1 | 101 | 106 | 100 |
| C=CCOc1ccc2c(OC)c3ccoc3nc2c1OC | 92 | 108 | 98 |

Not a retest: entries from further up.
SMILES	LAP4-GFP MLPCN	AGP1 TOR yeast	JMJD2C inh	MEP2 TOR yeast	VLA-4 inh	RPL19A-GFP yeast	GRK2 inh	CIT2 TOR yeast
Cc1ccc(NC(=S)N(Cc2cccs2)Cc2cc3cccc(C)c3[nH]c2=O)cc1	96	102	13	94	11	102	2	103
O=C(NC(CC(=O)N1CCN(c2ccccc2)CC1)c1ccccc1)c1ccccc1Cl (stereo not drawn)	95	98	5	97	4	101	0	100
